BRCA1 expr act – qHTS Assay to Identify Small Molecule Activators of BRCA1 Expression; Potency, µM (top dose mostly 46.1 µM), without a hit: top-dose activation, usual class: activators; AID 624202, 2012; actives 1.1% (n = 380,000); MCF7-BRCA1-FFLuc reporter, luminescence, 48 h; response scale: scaled: vehicle 0%, 10 µM genistein 100%; further: potency means the concentration at half of the fitted maximal effect; nearly all actives have a fitted effect of over 80% in size; some results filed as inactive show a strong effect at the top dose
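Compounds are tested at multiple concentrations on MCF7 BRCA1-luciferase reporter cells seeded at 2000 per well; after 48 h, a single luminescence end-point is taken and curves fitted to the normalized data.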
a7 integrin act – qHTS for Activators of Integrin-Mediated Alleviation for Muscular Dystrophy. alpha7betagal myoblasts, beta-gal FDG fluorescence, 48 h. Potency, µM (top dose mostly 38.3 µM), inactives show at the highest dose activation, most hits filed as activators. actives 0.064% (n = 350,000). AID 624291, 2012;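 further: potency means the concentration at half of the fitted maximal effect; 100% = response of the positive control SU9516; nearly all actives have a fitted effect of over 60% in size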
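alpha7betagal+/- myoblasts (passage 13, 250/well) treated 48 h at 37C with compounds at 1:260 dilution of DMSO stock. Lysed, then beta-galactosidase activity read as FDG fluorescence (ex 480/em 540) after 30 min, with pre-read for autofluorescence.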
MLL CXXC-DNA inh – qHTS Fluorescence Polarization Assay for Inhibitors of MLL CXXC domain - DNA interaction. actives 0.037% (n = 290,000). MLL-CXXC / FITC-HOXA9 DNA fluorescence polarization. Histone-lysine N-methyltransferase 2A (Homo sapiens), Q03164. Potency, µM (highest dose often 115 µM), for inactives: top-dose activity change, negative = inhibition, most hits filed as inhibitors; active means well fitted inhibition curve with a large enough effect in the polarisation, with a control signal flat, not every such curve was filed as active; inconclusive means small, poorly fitted or top-dose-only effect, or effect the other way, or a change in a side signal; inactive means no such curve, though single readings can be large or run the other way; the % refers to the polarisation; further: potency means the concentration at half of the fitted maximal effect
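Fluorescence polarization: 7 uM MLL-CXXC (stock) preincubated 5 min with compounds, then 50 nM fluorescein-HOX-A9 DNA (stock) added; 30 min ambient. Buffer 50 mM Tris-HCl pH 7.5, 50 mM NaCl, 1 mM DTT, 0.05% BSA.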
A-T KAP1 phos – qHTS Assay for Identifying a Potential Treatment of Ataxia-Telangiectasia. Potency, µM (doses to about 57.5 µM), without a hit: at the top dose activation, most hits filed as activators. actives 0.19% (n = 320,000). […] A-T fibroblasts, KAP-1 phosphorylation AlphaLISA; neocarzinostatin DNA damage 30 min before lysis; further: potency means the concentration at half of the fitted maximal effect; % of control where 0% means no effect; nearly all actives have a fitted effect of over 45% in size
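ATM-like activity read as KAP-1 phosphorylation via AlphaLISA donor/acceptor antibody pairs after lysis and 6 hr at 25C. Cells were ATM-null patient fibroblasts ([…], hTERT), dosed 60 min, then exposed to the DSB inducer NCS for 30 min.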
p53 reactivator – qHTS assay for re-activators of p53 using a Luc reporter | H1299 p53-A138V BP100-luciferase reporter, luminescence, 24 h | Potency, µM (titrated, usually from 92.2 µM), without a hit: at the top dose activity change, positive = activation, hits mostly activators | actives 0.063% (n = 320,000) | AID 504706, 2011; further: potency means the concentration at half of the fitted maximal effect; % of control where 0% means no effect; nearly all actives have a fitted effect of over 45% in size
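H1299 (p53-null), stable ts p53-A138V + BP100-Luc; 1000 cells/well, Opti-MEM/10% FBS; cpd 4 pt, 1:5; 24 h, 37 deg C, 5% CO2; detection reagent 10 min RT; luminescence.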
B2AR arrestin – qHTS assay of beta-arrestin-biased ligands of beta2-adrenergic receptor. beta-arrestin recruitment to beta2AR, cell-based reporter. Potency, µM (doses to about 46.1 µM), for inactives: top-dose activation, actives largely listed as activators. actives 0.02% (n = 330,000). AID 492947, 2010;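 further: potency means the concentration at half of the fitted maximal effect; 0% = DMSO controls and full agonism = EC100 isoproterenol or metaproterenol; nearly all actives have a fitted effect of over 65% in size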
Target sequence (P07550 whole entry, looked up): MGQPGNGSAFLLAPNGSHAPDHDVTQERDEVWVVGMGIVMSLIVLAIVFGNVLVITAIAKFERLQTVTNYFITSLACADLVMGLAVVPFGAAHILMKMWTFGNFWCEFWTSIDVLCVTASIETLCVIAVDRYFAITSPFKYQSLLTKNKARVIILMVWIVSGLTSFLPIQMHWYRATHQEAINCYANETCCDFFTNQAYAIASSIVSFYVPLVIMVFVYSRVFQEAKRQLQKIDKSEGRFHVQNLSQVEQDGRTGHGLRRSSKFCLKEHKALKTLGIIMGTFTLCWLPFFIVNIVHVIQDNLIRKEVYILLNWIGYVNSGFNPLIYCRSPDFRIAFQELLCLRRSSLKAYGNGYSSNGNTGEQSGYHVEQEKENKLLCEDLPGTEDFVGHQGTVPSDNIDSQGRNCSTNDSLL
TRPV1 ag – HTS Assay for Compounds that Act as Agonists of the Vanilloid Receptor 1 | actives 0.19% (n = 320,000) | Transient receptor potential cation channel subfamily V member 1 (Homo sapiens), Q8NER1 | TRPV1-expressing cells, Fluo-8 calcium influx, agonist mode | activation, % at 8.33 µM; in the data active means activation above about 80%; inconclusive means between about 30% and that limit; further: 0% is about no effect
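TRPV1-expressing cells were cultured overnight at 35.5C and loaded with Fluo-8 calcium dye for 40 to 90 min at room temperature. After a 10 s baseline, compound was added and calcium influx was read kinetically for 3 min (ex 480/em 520 nm).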
TSG101-PTAP inh – qHTS Assay for Iinhibitors of HIV-1 Budding by Blocking the Interaction of PTAP/TSG101; AID 493005, 2010; 340,000 tested, under 10 active; Potency, µM (top dose mostly 115 µM), for inactives: top-dose activity change, negative = inhibition, hits mostly inhibitors; Fluorescence polarization, FITC-PTAP peptide / Tsg101 binding; active means well fitted inhibition curve with a large enough effect in the main read-out, with a control signal flat, not every such curve was filed as active; inconclusive means small, poorly fitted or top-dose-only effect, or effect the other way, or a change in a side signal; inactive means no such curve, though single readings can be large or run the other way; further: potency means the concentration at half of the fitted maximal effect; % of control where 0% means no effect
Target sequence (Q99816 whole entry, looked up): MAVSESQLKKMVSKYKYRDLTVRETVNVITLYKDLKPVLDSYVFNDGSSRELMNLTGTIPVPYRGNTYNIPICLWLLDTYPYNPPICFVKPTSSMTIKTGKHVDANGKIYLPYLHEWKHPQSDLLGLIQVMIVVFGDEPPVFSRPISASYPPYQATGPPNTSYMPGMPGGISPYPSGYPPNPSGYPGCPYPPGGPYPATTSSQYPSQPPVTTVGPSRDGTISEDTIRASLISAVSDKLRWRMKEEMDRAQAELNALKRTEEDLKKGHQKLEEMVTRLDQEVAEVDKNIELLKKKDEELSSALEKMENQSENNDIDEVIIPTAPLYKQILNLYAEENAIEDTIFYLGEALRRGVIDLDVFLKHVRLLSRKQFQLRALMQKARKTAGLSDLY
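FP read-out: FITC-PTAP peptide, 50 nM final, binding Tsg101 binding domain, 10 uM final; 20 min, r.t.; 10 mM HEPES pH 7.5, 0.15 M NaCl, 0.01% Tween 20, 3 mM EDTA, 0.1 mM TCEP.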
ELG1 DNA repair – qHTS screen for small molecules that inhibit ELG1-dependent DNA repair in human embryonic kidney (HEK293T) cells expressing luciferase-tagged ELG1 | HEK293T ELG1-luciferase reporter, luminescence, 16 h; DNA damage induced by 5-fluorouridine | Potency, µM (series often up to 46.1 µM), inactives show at the highest dose activity change, negative = inhibition, hits mostly inhibitors | actives 2.3% (n = 330,000) | AID 504467, 2011; further: potency means the concentration at half of the fitted maximal effect; on the % scale 0 is the no-effect control and ±100 the full control effect; nearly all actives have a fitted effect of over 55% in size
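Step one: seed 2,000 cells per well. Step two: pin-transfer compound or DMSO alongside 5-fluorouridine. Step three: incubate 16 hr, 37 °C, 5% CO2. Step four: add ONE-Glo, wait 30 min, read luminescence.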
TCR activator – Activators of T cell receptors: qHTS campaign; Potency, µM (series often up to 9.22 µM), inactives show at the top dose activation of IL-2 secretion, usual class: activators; 330,000 tested, under 10 active; primary human leukocytes, anti-CD3, IL-2 HTRF, 48 h; further: % of control where 0% means no effect
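Readout: HTRF IL-2, Eu-cryptate/d2 antibody pair, 320nm excitation, 665nm emission. Stimulus: a-CD3 beads, no co-stimulation. Cells: primary human leukocytes. Exposure: 48 hr with compound.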
Starred values were filed as active, the others as inactive; u = inconclusive; x = not tested or not shown; [ ] = another dose, or the depositor's remark. Unless noted, the call rests on the fitted dose curve; in most records, active means well fitted curve in the direction sought with a large enough effect; inconclusive means small, poorly fitted or top-dose-only effect, or another doubt; inactive means no such curve, though single readings can be large; an effect the other way counts as inactive or inconclusive.

No. | smiles | BRCA1 expr act | a7 integrin act | MLL CXXC-DNA inh | A-T KAP1 phos | p53 reactivator | B2AR arrestin | TRPV1 ag | TSG101-PTAP inh | ELG1 DNA repair | TCR activator
1 | CC(C)CC1C(=O)N(Cc2cn(CC3CCCCC3)nn2)CCS(=O)(=O)N1Cc1ccc(-c2cccc(C#N)c2)cc1 (configuration not stated) | -48% | -17% | x | x | x | x | x | -1% | x | 3%
2 | Cc1cc2c(cc1C)N(CC(=O)N1CCCC1)C(=O)CC(c1ccccc1)=N2 | 43% | u | 8% | x | u | -0.4% | u | -5% | u | -3%
3 | CCc1ccc(OCCCC(=O)NCc2ccco2)cc1 | 19% | -19% | -1% | -5% | 1% | 0.9% | u | -9% | 5% | -6%
4 | COc1ccc(Oc2c(C=O)c3ccccc3n2C)cc1 | 0% | -28% | 7% | 10% | 3% | -0.1% | -2 | -2% | -11% | 0%
5 | O=C(COC(=O)c1nc(Cl)ccc1Cl)NNC(=O)c1ccccc1 | 13% | -4% | x | 13% | -3% | 0.1% | 9 | -4% | 11% | 2%
6 | COc1ccc(S(=O)(=O)NCC(=O)N(CC(=O)NCC2CCCO2)Cc2ccc(F)cc2)cc1 (configuration not stated) | -7% | 18% | -5% | 10% | 0% | -0.3% | -2 | -9% | 21% | 1%
7 | CCCc1ccc(C(C)NC(=O)c2cnccn2)cc1 (configuration not stated) | -9% | -45%[inhibitor] | -10% | 4% | 2% | -0.1% | 7 | 3% | -3% | 2%
8 | Cc1nnc(N2C(=O)C(O)=C(C(=O)c3ccco3)C2c2ccc(F)cc2)s1 (configuration not stated) | -15% | 15% | 2% | -2% | -4% | -0.3% | 11 | -6% | -28% | 5%
9 | COc1cccc(C2/C(=C(\O)c3ccc4c(c3)OCCO4)C(=O)C(=O)N2CC2CCCO2)c1 (configuration not stated) | -8% | 19% | 4% | 5% | -3% | 0.0% | 1 | 0% | 1% | 0%
10 | CCN1C(=O)c2cccc3c(S(=O)(=O)Nc4ccccc4)ccc1c23 | -82% | 16% | -4% | 6% | -9% | -0.2% | -2 | -3% | u | x
11 | CC1CCCC(NC(=O)CN2C(=O)c3cccnc3Oc3ccc(Cl)cc32)C1C (configuration not stated) | -10% | -19% | 1% | -3% | 7% | -0.8% | -1 | 0% | 8% | 6%
12 | CCN1CCN(c2ncc(C(=O)Nc3cc(Cl)ccc3OC)c3ccccc23)CC1 | -91% | -54%[inhibitor] | -4% | 1% | u | 0.3% | 9 | -4% | 9% | 0%

A second format for some results above.
Values in the order – BRCA1 expr act, a7 integrin act, MLL CXXC-DNA inh, A-T KAP1 phos, p53 reactivator, B2AR arrestin, TRPV1 ag, TSG101-PTAP inh, ELG1 DNA repair, TCR activator
3) CCc1ccc(OCCCC(=O)NCc2ccco2)cc1
 : 19%, -19%, -1%, -5%, 1%, 0.9%, u, -9%, 5%, -6%
4) COc1ccc(Oc2c(C=O)c3ccccc3n2C)cc1
 : 0%, -28%, 7%, 10%, 3%, -0.1%, -2, -2%, -11%, 0%

The list goes on:
No. | smiles | BRCA1 expr act | a7 integrin act | MLL CXXC-DNA inh | A-T KAP1 phos | p53 reactivator | B2AR arrestin | TRPV1 ag | TSG101-PTAP inh | ELG1 DNA repair | TCR activator
13 | CC(=O)c1sc(N/N=C2\CC3CC2C(C)C3(C)C)nc1C (configuration not stated) | -12% | -26% | -20% | 10% | 4% | 0.5% | -2 | 0% | u | x
14 | CCc1ccc(Nc2ccc(C(=O)O)cc2[N+](=O)[O-])cc1 | 36% | -8% | u | 12% | 7% | 0.4% | -2 | -8% | 5% | 1%
15 | COc1ccc(CN(CC(=O)NC2CCCC2)C(=O)c2onc(C(N)=O)c2N)cc1 | -1% | 5% | 20% | 1% | -4% | -0.4% | 1 | -1% | -1% | -2%
16 | O=S(=O)(c1ccc(OC(F)(F)F)cc1)N1CCC(O)(c2cccc(C(F)(F)F)c2)CC1 | -72% | 13% | 15% | -7% | 0% | 0.2% | 21 | 2% | 0% | 7%
17 | N#CCCn1[nH]c(-c2ccccc2)cc1=O | -11% | 1% | -14% | -1% | 13% | -0.2% | -2 | -1% | 5% | 1%[46.1 µM]
18 | CCc1nn(CC(=O)NCCCN2CCN(C)CC2)c(=O)c2cc3sc(C)cc3n12 | -4% | -12% | 13% | -3% | -7% | 0.1% | 1 | -14% | u | 0%
19 | Cc1cccc2sc(N(CCCN(C)C)C(=O)c3ccc4ncsc4c3)nc12 | 24% | -52%[inhibitor] | 7% | 0% | 25% | -0.2% | 4 | 0% | u | 0%
20 | COc1ccc(-c2ccc(CCC(=O)O)n2NC(=O)c2cccs2)cc1 | 0% | u | -6% | -1% | 25% | 0.6% | -3 | -3% | u | 3%[46.1 µM]
21 | CCc1noc(C)c1C(=O)Nc1nc(-c2ccc(OC)cc2OC)cs1 | 5% | -53%[inhibitor] | x | 10% | 0% | 0.0% | 0 | 3% | u | 13%
22 | COc1ccc(S(=O)(=O)NCC(=O)N(CC(=O)NCc2ccco2)Cc2ccccc2)cc1 | -23% | -22% | 4% | 2% | 1% | -0.3% | 0 | -4% | 2% | 3%
23 | O=C(CCNC(=O)c1ccccc1)NCc1ccccc1F | -29% | -20% | x | 4% | u | 0.4% | 1 | -4% | u | 6%
24 | Cc1cc(N)ncc1[N+](=O)[O-] | 0% | 23% | x | x | x | x | x | -9% | x | -12%

Six compounds already listed, sorted by the value under a7 integrin act, falling:
item	compound	a7 integrin act
24	Cc1cc(N)ncc1[N+](=O)[O-]	23%
16	O=S(=O)(c1ccc(OC(F)(F)F)cc1)N1CCC(O)(c2cccc(C(F)(F)F)c2)CC1	13%
15	COc1ccc(CN(CC(=O)NC2CCCC2)C(=O)c2onc(C(N)=O)c2N)cc1	5%
17	N#CCCn1[nH]c(-c2ccccc2)cc1=O	1%
23	O=C(CCNC(=O)c1ccccc1)NCc1ccccc1F	-20%
22	COc1ccc(S(=O)(=O)NCC(=O)N(CC(=O)NCc2ccco2)Cc2ccccc2)cc1	-22%

The list continues.
No. | smiles | BRCA1 expr act | a7 integrin act | MLL CXXC-DNA inh | A-T KAP1 phos | p53 reactivator | B2AR arrestin | TRPV1 ag | TSG101-PTAP inh | ELG1 DNA repair | TCR activator
25 | OC(COc1cccc2ccccc12)CN1CCCC1 (configuration not stated) | 3% | -18% | 20% | 5% | 1% | -0.5% | 1 | -5% | 4% | -1%
26 | O=C(NCCc1ccccc1F)C1CCCN1S(=O)(=O)c1ccc2ccccc2c1 (configuration not stated) | 0% | -13% | 10% | x | 20% | -0.1% | -2 | -3% | u | -3%[46.1 µM]
27 | CCC(C(=O)NC1CCCC1)N(C(=O)Cn1nnc(-c2ccc(C)o2)n1)c1ccc(F)cc1 (configuration not stated) | -5% | 15% | 1% | 2% | -2% | -1.0% | 5 | -2% | 9% | -4%
28 | Oc1ccc(C(c2nnnn2C2CCCC2)N2CCc3ccccc3C2)cc1 (configuration not stated) | -21% | -19% | 3% | 3% | -10% | -0.3% | 30 | -8% | 18% | -3%
29 | Cc1oc(-c2cccc(Cl)c2)nc1CN(C)C1CCOC1 (configuration not stated) | 17% | 0% | 3% | 5% | -5% | 0.1% | 11 | -7% | -2% | 5%
30 | O=C(N/N=C/c1ccc(OCc2ccc(F)cc2)cc1)c1ccccc1 | 76% | -28% | 6% | -5% | u | 0.1% | u | 1% | u | -1%
31 | CNC(=O)/C(=C\c1ccc2c(c1)OCO2)NC(=O)c1ccc(Br)cc1 | 1% | 40% | 10% | -2% | -14% | -1.4% | 0 | 4% | -15% | 11%[46.1 µM]
32 | O=C(NCC(c1ccco1)N1CCN(c2ccccc2)CC1)c1cccs1 (configuration not stated) | 5% | 10% | x | 3% | 9% | 0.3% | -1 | -1% | u | 2%
33 | Cc1ccc(NS(=O)(=O)c2ccc3c(c2)c(=O)n(C)c(=O)n3C)cc1F | -58% | 1% | 0% | x | -4% | -0.1% | 1 | -5% | u | -4%

Source: PubChem (National Center for Advancing Translational Sciences (NCATS))
